# ROC1-CUL1 inh – blocks human RBX1-Cullin-1 di-ubiquitin formation; inhibition, % at 10 µM; P62877+Q13616; in vitro K48 di-Ub FRET, acceptor:donor ratio, 45 min; 140,000 tested, 0.6% active; AID 1347404; in the data active = inhibition above about 25%
# Target sequence (P62877 whole entry, looked up): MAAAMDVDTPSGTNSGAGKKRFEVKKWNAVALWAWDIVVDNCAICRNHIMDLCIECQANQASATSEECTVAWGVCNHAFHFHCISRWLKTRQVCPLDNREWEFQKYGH
# Target sequence (Q13616 whole entry, looked up): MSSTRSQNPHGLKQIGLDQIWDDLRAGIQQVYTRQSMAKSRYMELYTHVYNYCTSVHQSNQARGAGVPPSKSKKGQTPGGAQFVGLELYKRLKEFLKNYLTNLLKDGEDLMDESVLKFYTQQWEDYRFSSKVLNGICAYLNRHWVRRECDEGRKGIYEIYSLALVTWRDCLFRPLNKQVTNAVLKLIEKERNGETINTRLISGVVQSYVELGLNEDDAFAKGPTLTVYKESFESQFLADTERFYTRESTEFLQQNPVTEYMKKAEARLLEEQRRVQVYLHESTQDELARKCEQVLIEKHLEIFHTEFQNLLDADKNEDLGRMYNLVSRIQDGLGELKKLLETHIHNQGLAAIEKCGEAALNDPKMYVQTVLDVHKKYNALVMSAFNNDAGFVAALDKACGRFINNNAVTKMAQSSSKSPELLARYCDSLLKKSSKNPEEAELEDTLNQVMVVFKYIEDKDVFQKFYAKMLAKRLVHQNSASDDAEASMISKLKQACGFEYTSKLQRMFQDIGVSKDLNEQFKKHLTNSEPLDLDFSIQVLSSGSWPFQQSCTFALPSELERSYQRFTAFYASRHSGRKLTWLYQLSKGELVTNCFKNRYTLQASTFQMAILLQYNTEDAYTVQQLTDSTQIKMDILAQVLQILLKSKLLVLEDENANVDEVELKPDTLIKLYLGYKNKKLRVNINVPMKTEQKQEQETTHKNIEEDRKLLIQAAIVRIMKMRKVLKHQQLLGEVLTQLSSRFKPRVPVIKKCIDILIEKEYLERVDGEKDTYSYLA
# * marks the source's active call; other numbers are inactive results. An excerpt; rates above refer to the full screens.
item | structure | ROC1-CUL1 inh
1 | Cc1ccnc(NS(=O)(=O)c2ccc(NC(=O)C(C)(C)Oc3ccc(Cl)cc3)cc2)n1 | 2
2 | COc1ccc(-c2cc(C(=O)Nc3c(C(=O)c4ccc(Cl)cc4)oc4ccccc34)no2)cc1 | 0
3 | COc1ccc(N(CC(=O)Nc2cccc(Cl)c2C)S(=O)(=O)c2c(C)nn(C)c2C)cc1 | 1
4 | CCOc1ccc(N(CC)S(=O)(=O)N2CCCC(C(=O)Nc3cc(Cl)ccc3C)C2)cc1 (stereo not given) | -3
5 | COc1ccccc1CNc1ccc(-c2nc(-c3ccncc3)no2)cc1[N+](=O)[O-] | 5
6 | CCN(CC)c1ncccc1CNCc1cccc(C)n1 | 1
7 | CC(C)(C)c1ccc(C(=O)N2CCC(c3noc(-c4ccc(S(=O)(=O)N5CCCC5)cc4)n3)CC2)cc1 | 2
8 | O=C1CC(c2ccc(F)cc2)Cc2nc(N3CCN(Cc4ccccc4)CC3)ncc21 (stereo not given) | -1
9 | C=CCn1c(C(C)NC(=O)c2cccs2)n[nH]c1=S (stereo not given) | -5
10 | CCOc1ccccc1N=C1CC(=O)CC(c2ccc(OC)cc2)C1 (stereo not given) | 15
11 | O=S(=O)(Cc1cccc(Cl)c1)NC1CCCCC1 | -6
12 | N#CSc1ccc(N(CCOC(=O)c2ccccc2)C(=O)c2ccccc2)cc1Cl | -1
13 | Cn1c(=O)n(C)c2cc(CNc3ccc(Cl)c(C(=O)O)c3)ccc21 | 4
14 | CC1(NS(=O)(=O)c2ccc(Cl)cc2)CCS(=O)(=O)C1 (stereo not given) | -2
15 | COc1ccc(S(=O)(=O)NCC2CCCO2)cc1 (stereo not given) | 6
16 | Clc1ccc(-c2cc3ccccc3[nH]2)cc1 | 0
17 | CCN(CC)C(=O)Cn1c(=O)cc(C)c2c(C)nn(-c3cccc(Cl)c3C)c21 | 4
18 | CN1N=C(C(=O)NC2CC(=O)N(CCCc3ccccc3)C2)CCC1=O (stereo not given) | 0
19 | O=C(Nc1cc(C(F)(F)F)ccc1Cl)c1cc(-c2cccs2)nc2ccccc12 | 4
20 | COc1ccc(-c2[nH]nc3nc(-c4cc(Br)ccc4OC)cc(C(=O)O)c23)cc1 | -1
21 | CN1C(c2ccccc2)=NO[C@]1(C)c1ccccc1 | 2
22 | O=C(OCC(=O)N1CCN(c2ccccc2)CC1)c1cccc(Cl)c1 | -4
23 | COc1cc2ccccc2cc1C(=O)Nc1ccc2oc(-c3cccc(C)c3)nc2c1 | -8
24 | CCOC(=O)N1C2C=C(C)[C@@H]2[C@@H]2CC(=O)N21 (stereo not given in full) | 0
25 | CCCCCCCCn1c(Cl)nc2c1c(=O)n(C)c(=O)n2C | -14
26 | COc1ccc(S(=O)(=O)N(CC(=O)N2CCCCCC2)c2ccc(Cl)cc2)cc1 | 1
27 | CC(=O)Nc1cccc(OC(=O)COc2ccc(Br)cc2)c1 | -2
28 | C=CCn1c(=S)sc2c(N/N=C/c3cccnc3)ncnc21 | 5
29 | Cc1cc2ncc(C#N)c(-c3ccccc3)n2n1 | -1
30 | CCC(=O)N1c2nc(-c3ccco3)nn2C2(CCCCC2)[C@@H]2CCCC[C@@H]21 | -2
31 | O=C(Nc1cccc(O)c1)c1cc(-c2ccccc2F)no1 | 0
32 | Cc1cccc(C(=O)NCC(=O)OCc2cc(=O)n3nc(C4CCCCC4)sc3n2)c1 | -5
33 | CCOC(=O)c1nn(-c2ccc(OCC)cc2)c2nnc(C)c(=O)n12 | -2
34 | COc1ccc(C(=O)NCC(c2cccnc2)N2CCN(c3ccc(F)cc3)CC2)cc1 (stereo not given) | -2
35 | COc1cccc2c1Sc1ccc(Cl)cc1CC2N1CCNCC1 (stereo not given) | -4
36 | O=C1c2ccccc2-c2onc3c(N4CCCC4)cc(Nc4ccccc4)c1c23 | -6
37 | CCOc1cccc(C(=O)Nc2nnc(SCc3ccc(Cl)cc3Cl)s2)c1 | 1
38 | C=C(C)CSc1nc2sc3c(c2c(=O)n1Cc1ccccc1)CCCCC3 | 7
39 | CCOc1ccc(CNc2nc3n(n2)C(=O)C(Cc2ccccc2)C(C)=N3)cc1 (stereo not given) | -10
40 | Cc1ccc(Nc2ccc3cc(S(=O)(=O)N4CCC(C)CC4)ccc3n2)c(Cl)c1 | -5
41 | CC(=O)N1CCC(N(C(=O)Nc2ccc(C)c(F)c2)C(C)C)CC1 | 2
42 | COc1ccc(NS(=O)(=O)Cc2ccccc2F)cc1 | 2
43 | O=C(Cn1cccc1C(=O)c1ccccc1)NCc1ccccc1Cl | -5
44 | O=C(Nc1ccccc1C(=O)OCc1cc(=O)n2ccsc2n1)c1cccc(F)c1 | -2
45 | CCNC(=O)c1ccccc1NC(=O)C1CC(=O)N(C(C)C)C1 (stereo not given) | 1
46 | Cc1ccccc1C(=O)Nc1ccc(-c2nc3ccc(C(=O)c4ccccc4)cc3[nH]2)cc1 | 1
47 | OC(CN1CCN(Cc2ccccc2)CC1)c1ccc(Br)cc1 (stereo not given) | -13
48 | COc1cccc(NC(=O)Cn2c(=O)n(Cc3ccc(F)cc3)c(=O)c3sc4ccccc4c32)c1 | -9

# Values in list order from the list.
# ROC1-CUL1 inh for entries 42–47 → 2, -5, -2, 1, 1, -13

# (listing goes on)
item | structure | ROC1-CUL1 inh
49 | CCOc1ccc(NC(=O)CN(c2ccccc2OCC)S(=O)(=O)c2ccccc2)cc1 | 4
50 | COc1ccc(C2CC(C(F)(F)F)n3nc(C(=O)Nc4cccc(Cl)c4Cl)c(Cl)c3N2)cc1 (stereo not given) | -9
51 | COCc1ccc(C(=O)Nc2ccc(-c3nc(CNC(=O)c4cc(C)cc(C)c4)c(C)o3)cc2)o1 | -8
52 | CCN1CCN(C(=O)c2cnn(-c3ccccc3Cl)c2NC(=O)c2ccco2)CC1 | 4
53 | O=C(O)c1nn(-c2ccccc2)c(-c2ccccc2)c1C(=O)c1ccccc1 | -5
54 | COc1cccc(CNC(=O)c2ccc3nc(N4CCCCC4)sc3c2)c1OC | -7
55 | CCS(=O)(=O)c1ncc(N(Cc2ccco2)Cc2sccc2C)c(C(=O)Nc2ccc(C)cc2C)n1 | 0
56 | CC1CCCCN1C(=O)C1CCCCC1C(=O)O (stereo not given) | 5
57 | Cc1ccc(Cl)cc1N1CCN(S(=O)(=O)c2ccc3[nH]c4c(c3c2)CCCCC4)CC1 | -6
58 | O=C(Nc1ccc(C(=O)c2ccccc2)cc1)c1cccnc1 | 10
59 | Oc1ccc(-c2nc3ccccc3[nH]2)c(O)c1O | -4
60 | COc1cc(C)n(-c2ccccc2C)c(=S)c1C(C)=O | 2
61 | Cc1cc(C)nc(-n2nc(C)c3c2N(Cc2ccccc2)C(=O)CC3c2ccc(Cl)cc2)n1 (stereo not given) | 4
62 | Cc1ccc(C2C(C(=O)c3cc4ccccc4o3)C(=O)C(=O)N2c2nc3c(C)cc(C)cc3s2)cc1 (stereo not given) | 6
63 | CC(C)c1ccc(Nc2c(-c3ccsc3)nc3ccc(Cl)cn23)cc1 | -2
64 | O=C1NC(=Nc2ccc(F)cc2)S/C1=C\c1cc2c(cc1Br)OCO2 | 8
65 | Cn1c(=O)cc(SCC(=O)N2CCN(c3ccccc3)CC2)c2ccccc21 | -3
66 | COc1ccc(C(C2C(=O)C=C(C)OC2=O)C2C(=O)C=C(C)OC2=O)cc1 (stereo not given) | 0
67 | Cc1ccc(NS(=O)(=O)Cc2ccccc2F)cc1C | -1
68 | O=C(/C=C/c1cccnc1)c1ccc2c(c1)OCCO2 | 71*
69 | CC(C)N(CC1CCC(=O)N1)c1ccc(-c2nc(Cc3ccccc3)no2)cn1 (stereo not given) | 3
70 | O=S(=O)(Cc1ccc(Br)cc1)Nc1cccnc1 | -7
71 | CCOCCCNC(=O)CSCc1ccccc1C | -10
72 | CCOC(=O)C1CCCN(C(=O)C2CCN(S(=O)(=O)c3c(C)noc3/C=C/c3ccc(C)cc3)CC2)C1 (stereo not given) | -11

# Brought forward from above: 6 compounds, then new ones.
item | structure | ROC1-CUL1 inh
67 | Cc1ccc(NS(=O)(=O)Cc2ccccc2F)cc1C | -1
68 | O=C(/C=C/c1cccnc1)c1ccc2c(c1)OCCO2 | 71*
69 | CC(C)N(CC1CCC(=O)N1)c1ccc(-c2nc(Cc3ccccc3)no2)cn1 (stereo not given) | 3
70 | O=S(=O)(Cc1ccc(Br)cc1)Nc1cccnc1 | -7
71 | CCOCCCNC(=O)CSCc1ccccc1C | -10
72 | CCOC(=O)C1CCCN(C(=O)C2CCN(S(=O)(=O)c3c(C)noc3/C=C/c3ccc(C)cc3)CC2)C1 (stereo not given) | -11
73 | COc1ccc(-n2c(=O)c3sc4ccccc4c3n(C)c2=O)cc1 | -11
74 | COc1cc(OC)cc(C(=O)Nc2ccc(S(=O)(=O)Nc3onc(C)c3C)cc2)c1 | 4
75 | O=C1NC(=S)N=C1Cc1cc(Br)cc(Br)c1O | 7
76 | C=CCC1N(c2ccccc2Cl)C(=O)C2C(C(=O)O)C3C=CC21O3 (stereo not given) | 8
77 | CS(=O)(=O)N(CC(=O)Nc1ccccc1-c1ccccc1)c1ccc(F)cc1 | 11
78 | CCOc1ccc2nc(SCC(=O)Nc3ccc4nc(SCc5ccc(C(C)(C)C)cc5)sc4c3)sc2c1 | -5
79 | COCC1CCCN(C(=O)c2ccc(N(C)Cc3csc(C)n3)nc2)C1 (stereo not given) | 2
80 | CSc1nc2sc3c(c2c(=O)n1-c1ccccc1)CCC(C(C)(C)C)C3 (stereo not given) | 7
81 | Cc1ccc(NC(=O)c2cnn3c(C(F)F)cc(-c4ccccc4)nc23)c(C)c1 | 1
82 | CCOc1ccccc1NC(=O)C1CCCN1S(=O)(=O)c1ccc2c(c1)C(C)(C)C(=O)N2C (stereo not given) | 3
83 | CCn1c(=O)c2c(nc3n2CC(C)=NN3Cc2ccccc2)n(C)c1=O | 0
84 | CCOc1ccc(S(=O)(=O)Nc2ccc(Br)cc2C)cc1 | 6
85 | COc1ccc(NC(c2ccccn2)c2ccc3cccnc3c2O)cc1 (stereo not given) | -3
86 | CCN(NC(=O)C(O)(c1ccc(Cl)cc1)c1ccc(Cl)cc1)C(=O)c1ccccc1 | 3
87 | CCOc1cccc(C(=O)Nc2nc3ccc(C)cc3s2)c1 | 2
88 | COc1cccc(/C=C2/C(=O)NN(c3ccc(C)cc3)C2=O)c1 | -2
89 | CC(=O)c1ccc2c(c1)OCCOCCOCCO2 | 0
90 | CC(C)C(NS(=O)(=O)c1ccc2c(c1)oc(=O)n2C)C(=O)NCc1ccccc1 (stereo not given) | -15
91 | O=c1[nH]cnc2nc(N3CCCC3)ncc12 | 4
92 | O=C(CN1C(=O)COc2ccccc21)NC1C2CC3CC(C2)CC1C3 (stereo not given) | 5
93 | CCOc1ccc(C(=O)NCC(c2ccc3c(c2)OCO3)N2CCOCC2)cc1 (stereo not given) | -1
94 | CCN=C1S/C(=C\c2cn(CC)c3ccccc23)C(=O)N1CC | 1
95 | COc1cc(NC(=O)CN(C)S(=O)(=O)c2ccc3c(c2)CCCC(=O)N3)cc(OC)c1OC | -3
96 | CCC(C)c1ccc(C(C)NC(=O)c2c(C)noc2C)cc1 (stereo not given) | 5

# A second format for 3 compounds above:
[91] O=c1[nH]cnc2nc(N3CCCC3)ncc12
  ROC1-CUL1 inh: 4
[92] O=C(CN1C(=O)COc2ccccc21)NC1C2CC3CC(C2)CC1C3 (stereo not given)
  ROC1-CUL1 inh: 5
[93] CCOc1ccc(C(=O)NCC(c2ccc3c(c2)OCO3)N2CCOCC2)cc1 (stereo not given)
  ROC1-CUL1 inh: -1

# 3 entries already listed, sorted by length of the SMILES, low to high:
item | structure | ROC1-CUL1 inh
87 | CCOc1cccc(C(=O)Nc2nc3ccc(C)cc3s2)c1 | 2
94 | CCN=C1S/C(=C\c2cn(CC)c3ccccc23)C(=O)N1CC | 1
92 | O=C(CN1C(=O)COc2ccccc21)NC1C2CC3CC(C2)CC1C3 (stereo not given) | 5

# Additional compounds.
item | structure | ROC1-CUL1 inh
97 | Cc1cc(C)cc(NC(=O)c2ccc3c(c2)nnn3C2CCCC2)c1 | -7
98 | COCC1CCN(C(=O)C2CCN(c3nc(C)c4ccccc4n3)CC2)CC1 | -2
99 | COc1ccc(N(C(=O)c2ccc(C(C)(C)C)cc2)S(=O)(=O)c2ccc(Cl)cc2)cc1 | -6
100 | O=C(Nc1nsc(-c2ccccc2)n1)c1ccccc1Cl | -5
101 | Cc1ccc(C(=O)c2cn(Cc3ccccc3C)c3nc(C)ccc3c2=O)cc1 | -7
102 | COc1ccc(CNC(=O)c2cc3c(=O)oc4ccc(C)cc4c3s2)c(OC)c1 | -7
103 | CCN1C(=O)/C(=C\c2cccn2-c2ccc([N+](=O)[O-])cc2)N(CC)C1=S | 5
104 | Cc1cc(C)c(NC(=O)CSc2nnc(COc3ccc(C(C)C)cc3)n2C)c(C)c1 | 8
105 | O=C(Nc1ccc(NC(=O)C(F)(F)F)cc1)c1ccco1 | 6
106 | O=C(CCS(=O)(=O)c1ccc(Br)cc1)Nc1ccc(Cl)c(C(F)(F)F)c1 | 0
107 | COc1ccc(OC)c(N(C)S(=O)(=O)c2ccc3c(c2)NC(=O)CC(=O)N3)c1 | -2
108 | COCCOC(=O)C1C(=N)OC2=C(C(=O)CC(C)(C)C2)C1c1ccc(F)cc1F (stereo not given) | -3
109 | CCCCOC(=O)/C=C/c1ccc2c(c1)C(=O)c1ccccc1-2 | 7
110 | CCOc1ccccc1CNc1cc(Cl)ccc1C | -9
111 | Cc1c(CC(=O)N(C)CCO)c2c(n1CC(C)C)CC(C)(C)CC2=O | 0
112 | CN(C(=O)C1CCN(C(=O)c2ccco2)CC1)c1ccccc1 | -2
113 | CC1(C)CCC2C(=O)c3ccccc3N=C2O1 (stereo not given) | 5
114 | COc1cc(OC)c2c(c1Cl)OC(=O)C2=O | 4
115 | O=C(/C=C/c1ccccc1Cl)N1CCC(c2nc3ccccc3o2)CC1 | -3
116 | CCCCCCSc1nc2sc3c(c2c(=O)n1-c1ccc(C)cc1)CCC3 | 4
117 | CC(=O)Oc1ccc(NC(=O)CC2SC(=N)NC2=O)cc1 (stereo not given) | -2
118 | CC1CCCN(CN2C(=O)C(=O)c3ccccc32)C1 (stereo not given) | -3
119 | COc1ccc(C)cc1NC(=O)c1sc2ncccc2c1N | 4
120 | CC(C)c1ccc(C2C(C)C(N3CCN(c4ccccc4F)CC3)NS2(=O)=O)cc1 (stereo not given) | -5
121 | CN1CCN(C(=S)c2ccc(Br)cc2)CC1 | -4
122 | Cc1noc(C)c1C(=O)Nc1ccccc1Br | 10
123 | CCCCc1ncc(CN2CCC(N3CCC(C(=O)N4CCCC4)CC3)CC2)[nH]1 | 8
124 | CNCC1Nc2ccccc2Cc2ccccc21 (stereo not given) | -8
